hERG WT inh – KCNH2 (human, wildtype) channel inhibition. U2OS, BacMam KCNH2, thallium flux FluxOr; stronger effect = lower value. activity change, % at 1.84 µM. hit rate 0.37% among 340,000. AID 720551;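 active = maximum activity change below -70%; inconclusive = maximum activity change between -70% and -50%; inactive = maximum activity change above -50%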; also: % is scaled to controls: 0 for no effect and ±100 for the full control effect
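U2OS cells transduced with wild-type KCNH2 virus are loaded with FluxOr dye for 45 min, and thallium flux is measured in kinetic reads before and after stimulation buffer. Rate constants are normalized to DMSO controls.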
TRPV1 ag – human TRPV1 agonism; TRPV1-expressing cells, Fluo-8 calcium influx, agonist mode; Q8NER1; hit rate 0.19% among 320,000; AID 540275; activation, % at 8.33 µM; in the data active = activation above about 80%; inconclusive = between about 30% and that limit; also: 0% is about no effect
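TRPV1-expressing cells were cultured overnight at 35.5C and loaded with Fluo-8 calcium dye for 40 to 90 min at room temperature. After a 10 s baseline, compound was added and calcium influx was read kinetically for 3 min (ex 480/em 520 nm).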
AT treatment – potential ataxia-telangiectasia treatments restoring KAP-1 phosphorylation. […] A-T fibroblasts, KAP-1 phosphorylation AlphaLISA; neocarzinostatin DNA damage 30 min before lysis. Potency, µM (top dose mostly 57.5 µM), without a hit: top-dose activation, usual class: activators. hit rate 0.19% among 320,000; also: potency is read from the fitted curve at half-maximal effect; % of control where 0% means no effect; nearly all actives have a fitted effect of over 45% in size
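hTERT-immortalized A-T patient fibroblasts ([…]), 500 cells/well in OPTI-MEM, 1% FBS, got compounds for 60 min, then NCS for 30 min at 37C. Lysates were then assayed for phospho-KAP-1 by AlphaLISA (anti-pKAP1 donor, anti-KAP1 acceptor beads), 6 hr at 25C.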
S-ASM inh – blocks human secretory acid sphingomyelinase | hit rate 0.006% among 340,000 | P17405 | placental ASM, HMU-PC fluorogenic substrate, 60 min | Potency, µM (highest dose often 57.5 µM), inactives show at the highest dose activity change, negative = inhibition, actives largely listed as inhibitors | AID 504937; also: potency is read from the fitted curve at half-maximal effect
Target sequence (P17405 47-631 limits assumed): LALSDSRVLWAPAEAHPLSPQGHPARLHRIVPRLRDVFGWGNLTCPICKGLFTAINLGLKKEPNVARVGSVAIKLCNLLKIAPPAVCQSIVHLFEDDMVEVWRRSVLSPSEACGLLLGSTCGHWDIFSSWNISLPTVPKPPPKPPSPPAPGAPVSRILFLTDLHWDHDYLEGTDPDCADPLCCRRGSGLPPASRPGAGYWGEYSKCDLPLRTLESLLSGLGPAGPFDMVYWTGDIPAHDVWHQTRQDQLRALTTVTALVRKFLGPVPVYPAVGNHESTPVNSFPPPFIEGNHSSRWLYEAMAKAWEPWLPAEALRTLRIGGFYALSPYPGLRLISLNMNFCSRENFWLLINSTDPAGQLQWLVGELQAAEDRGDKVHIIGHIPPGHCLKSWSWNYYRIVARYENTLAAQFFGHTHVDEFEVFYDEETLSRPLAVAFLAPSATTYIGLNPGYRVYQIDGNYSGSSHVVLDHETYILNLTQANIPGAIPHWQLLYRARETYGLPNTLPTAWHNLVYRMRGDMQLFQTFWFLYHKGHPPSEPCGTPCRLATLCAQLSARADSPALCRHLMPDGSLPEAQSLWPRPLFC
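HMU-PC0 cleavage (9 uM final) by human placental ASM, 60 min at 37 °C following 10 min compound exposure at RT; stopped at pH 10, fluorescence Ex 386/Em 447 nm.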
Integrin act MD – integrin-mediated muscular dystrophy alleviation activation; alpha7betagal myoblasts, beta-gal FDG fluorescence, 48 h; Potency, µM (titrated, usually from 38.3 µM), inactives show at the top dose activation, hits mostly activators; hit rate 0.064% among 350,000;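 also: potency is read from the fitted curve at half-maximal effect; 100% = response of the positive control SU9516; nearly all actives have a fitted effect of over 60% in size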
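alpha7betagal+/- myoblasts (passage 13, 250/well) treated 48 h at 37C with compounds at 1:260 dilution of DMSO stock. Lysed, then beta-galactosidase activity read as FDG fluorescence (ex 480/em 540) after 30 min, with pre-read for autofluorescence.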
GALK inhibitor – blocks human galactokinase activity; AID 1868; P51570; Purified GALK, Kinase-Glo residual ATP luminescence; hit rate 0.007% among 270,000; Potency, µM (doses to about 57.5 µM), without a hit: at the top dose activity change, negative = inhibition, actives largely listed as inhibitors; also: potency is read from the fitted curve at half-maximal effect; % is scaled to controls: 0 for no effect and ±100 for the full control effect
Target sequence (P51570 whole entry, looked up): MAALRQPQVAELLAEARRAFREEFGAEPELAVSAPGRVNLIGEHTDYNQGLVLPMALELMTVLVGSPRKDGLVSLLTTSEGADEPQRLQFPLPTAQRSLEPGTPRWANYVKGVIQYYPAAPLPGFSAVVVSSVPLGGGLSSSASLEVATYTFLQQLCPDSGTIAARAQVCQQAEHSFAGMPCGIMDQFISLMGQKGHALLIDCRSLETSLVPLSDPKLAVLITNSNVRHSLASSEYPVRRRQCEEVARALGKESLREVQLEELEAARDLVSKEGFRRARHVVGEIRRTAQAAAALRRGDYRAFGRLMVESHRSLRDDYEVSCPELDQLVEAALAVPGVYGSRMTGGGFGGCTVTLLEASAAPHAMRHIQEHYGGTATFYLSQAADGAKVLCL
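Luminescence from leftover ATP (Ultra-Glo luciferase/luciferin) served as read-out after a 1 h room-temperature reaction of 5 nM GALK with 35 uM ATP and 100 uM galactose.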
FBPA coupling cs – inhibits coupling enzyme system, counter-screen for aldolase hits | hit rate 0.67% among 290,000 | coupling enzyme system counterscreen, AmpLite Red fluorescence | activity change, negative = inhibition, % at 58.2 µM, hits read low; in the data active = activity change below about -30%; also: % is scaled to controls: 0 for no effect and ±100 for the full control effect
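Counterscreen lacking aldolase: glyceraldehyde-3-phosphate coupling-enzyme reagent preincubated 10 min at RT with compound (at 57.5 uM final), then substrate/coupling system with AmpLite Red added; fluorescence read at 525/598 nm after 20 min RT.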
MBNL1 CUG block – inhibitors of human MBNL1 binding to CUG repeat RNA | hit rate 0.036% among 280,000 | Potency, µM (titrated, usually from 57.5 µM), without a hit: at the highest dose activity change, negative = inhibition, most hits filed as inhibitors | TR-FRET MBNL1-His/biotin-(CUG)12 binding, 665/545 ratio | AID 2675 | Q9NR56; active = well fitted inhibition curve with a large enough effect in the signal ratio, with a control signal flat, not every such curve was filed as active; inconclusive = small, poorly fitted or top-dose-only effect, or effect the other way, or a change in a side signal; inactive = no such curve, though single readings can be large or run the other way; the % refers to the signal ratio; also: potency is read from the fitted curve at half-maximal effect; % is scaled to controls: 0 for no effect and ±100 for the full control effect
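Compound titration spanned 92 nM–58 uM against the MBNL1-His/biotin-(CUG)12 complex. After 60 min at room temperature with 5 nM streptavidin-XL665 and 0.055 ng/ul terbium anti-His, ratiometric 665/545 nm emission (Ex 340 nm) normalized to controls.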
MLL CXXC-DNA inh – MLL CXXC-DNA interaction inhibition; Q03164; MLL-CXXC / FITC-HOXA9 DNA fluorescence polarization; Potency, µM (highest dose often 115 µM), without a hit: at the highest dose activity change, negative = inhibition, actives largely listed as inhibitors; hit rate 0.037% among 290,000; active = well fitted inhibition curve with a large enough effect in the polarisation, with a control signal flat, not every such curve was filed as active; inconclusive = small, poorly fitted or top-dose-only effect, or effect the other way, or a change in a side signal; inactive = no such curve, though single readings can be large or run the other way; the % refers to the polarisation; also: potency is read from the fitted curve at half-maximal effect
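Fluorescence polarization: 7 uM MLL-CXXC (stock) preincubated 5 min with compounds, then 50 nM fluorescein-HOX-A9 DNA (stock) added; 30 min ambient. Buffer 50 mM Tris-HCl pH 7.5, 50 mM NaCl, 1 mM DTT, 0.05% BSA.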
KCNH2 3.1 block – blocks the human KCNH2 3.1 channel isoform; U2OS KCNH2 3.1, thallium flux FluxOr; stronger effect = lower value; activity change, % (tested at about 1.8 µM); hit rate 0.95% among 340,000; AID 720553;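 active = maximum activity change below -70%; inconclusive = maximum activity change from -70% to -50%; inactive = maximum activity change above -50%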;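 also: thallium influx rate constant from kinetic fluorescence after stimulation buffer; % is scaled to controls: 0 for no effect and ±100 for the full control effect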
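U2OS cells transduced with KCNH2 3.1 mutant virus (1.77 x 10^8 /mL, 4 h), plated overnight at 37 C, loaded 45 min with FluxOr dye plus Red40 quencher. Thallium flux rate constant from kinetic reads after stimulation buffer, normalised to controls.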
Numbers without * were called inactive; [ ] = remark or other dose. Unless noted, calls follow the shape of the dose curve; as a rule, active = well fitted curve in the direction sought with a large enough effect; inconclusive = small, poorly fitted or top-dose-only effect, or another doubt; inactive = no such curve, though single readings can be large; an effect the other way counts as inactive or inconclusive. Compounds as they come. About 2% of those tested had a hit in this group.

How did CCCCCc1cc(=O)oc2c(C(CCN(CC)CC)c3cc(OC)c(OC)c(OC)c3)c(OC)cc(OC)c12 (configuration not stated) do in these assays?
hERG WT inh: -40; TRPV1 ag: 5; AT treatment: -16%; S-ASM inh: -19%; Integrin act MD: -47%[inhibitor]; GALK inhibitor: -1%; FBPA coupling cs: 4; MBNL1 CUG block: -1%; MLL CXXC-DNA inh: 11%; KCNH2 3.1 block: -41

How did CCN1CCN(S(=O)(=O)c2ccc(Cl)c(C(=O)NC3CC3)c2)CC1 do in these assays?
hERG WT inh: -4; TRPV1 ag: 0; AT treatment: 3%; S-ASM inh: 4%; Integrin act MD: 7%; KCNH2 3.1 block: -6

Results for CCCCNC(=O)Cc1cc(=O)[nH]c(=O)[nH]1 ?
hERG WT inh: -7; TRPV1 ag: -2; AT treatment: -2%; S-ASM inh: 0%; Integrin act MD: -9%; GALK inhibitor: 0%; FBPA coupling cs: 1; MBNL1 CUG block: 4%; MLL CXXC-DNA inh: -8%; KCNH2 3.1 block: 1

How did O=C(NCc1ccccc1)c1ccc(CNc2c(N3CCCC3)c(=O)c2=O)cc1 do in these assays?
hERG WT inh: 3; TRPV1 ag: -2; AT treatment: 11%; S-ASM inh: 0%; Integrin act MD: 15%; FBPA coupling cs: 5; MBNL1 CUG block: 1%; MLL CXXC-DNA inh: -1%; KCNH2 3.1 block: 5

Results for Cc1ccc(C)c(N(CC(=O)NN=C2CCN(C)CC2)S(=O)(=O)c2ccccc2)c1 ?
hERG WT inh: -6; TRPV1 ag: 4; AT treatment: 4%; S-ASM inh: -1%; Integrin act MD: 4%; GALK inhibitor: 0%; FBPA coupling cs: -7; MLL CXXC-DNA inh: 7%; KCNH2 3.1 block: -14

What do the screens show for `Cc1cccc(C(=O)NC(=S)NC(C)c2ccccc2)c1` (configuration not stated)?
hERG WT inh: -1; S-ASM inh: -6%; Integrin act MD: -31%[inhibitor]; KCNH2 3.1 block: 12

Results for O=C(COc1ccc2c3c(c(=O)oc2c1)CCCC3)NCc1cccnc1 ?
hERG WT inh: -16; TRPV1 ag: -4; AT treatment: inconclusive; S-ASM inh: 6%; Integrin act MD: inconclusive; GALK inhibitor: -7%; MBNL1 CUG block: -5%; MLL CXXC-DNA inh: 64%[activator]; KCNH2 3.1 block: 15

Results for COc1cccc(CNC(=O)CCS(=O)(=O)c2cccs2)c1 ?
hERG WT inh: 0; TRPV1 ag: -3; AT treatment: 9%; S-ASM inh: -1%; Integrin act MD: 7%; FBPA coupling cs: 0; MBNL1 CUG block: -3%; MLL CXXC-DNA inh: -5%; KCNH2 3.1 block: 1

Results for COc1ccc(C)cc1NC(=O)CSc1nc2ccccc2nc1N1CCCC1 ?
hERG WT inh: -3; TRPV1 ag: 1; AT treatment: 3%; S-ASM inh: 74%[activator]; Integrin act MD: 5%; FBPA coupling cs: 2; MBNL1 CUG block: -3%; KCNH2 3.1 block: -13

What do the screens show for `O=C(c1nn(Cc2ccccc2)c(=O)c2ccccc12)N1CCc2ccccc2C1`?
hERG WT inh: 0; TRPV1 ag: 11; AT treatment: -4%; S-ASM inh: -9%; Integrin act MD: -20%; GALK inhibitor: -1%; FBPA coupling cs: 1; MBNL1 CUG block: -7%; MLL CXXC-DNA inh: -5%; KCNH2 3.1 block: -43

2 entries drawn at random from those above:
What do the screens show for `Cc1cccc(C(=O)NC(=S)NC(C)c2ccccc2)c1` (configuration not stated)?
hERG WT inh: -1; S-ASM inh: -6%; Integrin act MD: -31%[inhibitor]; KCNH2 3.1 block: 12

Results for CCCCNC(=O)Cc1cc(=O)[nH]c(=O)[nH]1 ?
hERG WT inh: -7; TRPV1 ag: -2; AT treatment: -2%; S-ASM inh: 0%; Integrin act MD: -9%; GALK inhibitor: 0%; FBPA coupling cs: 1; MBNL1 CUG block: 4%; MLL CXXC-DNA inh: -8%; KCNH2 3.1 block: 1

Next part.
Results for Cc1cc(/C=N/Nc2ncnc(N)c2[N+](=O)[O-])c(C)n1-c1ccccc1 ?
hERG WT inh: 6; TRPV1 ag: 20; AT treatment: -14%; S-ASM inh: -4%; Integrin act MD: -13%; GALK inhibitor: 5%; FBPA coupling cs: 2; MBNL1 CUG block: inconclusive; MLL CXXC-DNA inh: -16%; KCNH2 3.1 block: -20

Results for O=C(c1cc(F)ccc1F)C1CCCN(C(=O)c2ccc3nccnc3c2)C1 (configuration not stated) ?
hERG WT inh: 5; TRPV1 ag: 7; AT treatment: -10%; S-ASM inh: -1%; Integrin act MD: -31%; GALK inhibitor: -9%; FBPA coupling cs: 1; MBNL1 CUG block: inconclusive; MLL CXXC-DNA inh: 2%; KCNH2 3.1 block: -1

What do the screens show for `CCOC(=O)c1ccccc1NC(=O)CSc1nncn1C`?
hERG WT inh: -8; TRPV1 ag: 8; AT treatment: 3%; S-ASM inh: 5%; Integrin act MD: 38%; GALK inhibitor: 0%; FBPA coupling cs: -1; MBNL1 CUG block: -3%; MLL CXXC-DNA inh: -14%; KCNH2 3.1 block: -8

What do the screens show for `Cn1c(CNS(=O)(=O)c2ccc(Cl)cc2)cc(=O)n(C)c1=O`?
hERG WT inh: -37; TRPV1 ag: 1; AT treatment: 4%; S-ASM inh: 2%; Integrin act MD: 21%; GALK inhibitor: 6%; FBPA coupling cs: 6; MBNL1 CUG block: -1%; MLL CXXC-DNA inh: -2%; KCNH2 3.1 block: 21

How did CCC(C(=O)NC1CCCC1)N(C(=O)Cn1nnc(-c2ccc(OC)c(OC)c2)n1)c1cccc(O)c1 (configuration not stated) do in these assays?
hERG WT inh: -7; TRPV1 ag: 1; AT treatment: 3%; S-ASM inh: 0%; Integrin act MD: -12%; GALK inhibitor: -1%; FBPA coupling cs: -1; MBNL1 CUG block: 2%; MLL CXXC-DNA inh: 25%; KCNH2 3.1 block: -18

Results for CCCn1c(=O)c(C(=O)OCC)c(O)c2cc(Br)ccc21 ?
hERG WT inh: -4; TRPV1 ag: 4; AT treatment: 1%; S-ASM inh: 8%; Integrin act MD: 3%; GALK inhibitor: -1%; FBPA coupling cs: -5; MBNL1 CUG block: -29%; MLL CXXC-DNA inh: 0%

What do the screens show for `O=C(c1ccncc1)N(Cc1ccccc1)Cc1nc2ccccc2c(=O)[nH]1`?
hERG WT inh: 10; TRPV1 ag: -2; AT treatment: 6%; S-ASM inh: 2%; Integrin act MD: 11%; GALK inhibitor: 0%; FBPA coupling cs: 4; MBNL1 CUG block: 3%; MLL CXXC-DNA inh: -2%; KCNH2 3.1 block: 11

Results for Cc1cc(C)c(C)c(OCC(=O)NCCN(C)C)c1 ?
hERG WT inh: -8; TRPV1 ag: 0; AT treatment: 6%; S-ASM inh: 2%; Integrin act MD: 27%; GALK inhibitor: 0%; FBPA coupling cs: -1; MBNL1 CUG block: -12%; MLL CXXC-DNA inh: 1%; KCNH2 3.1 block: 3

Results for Cc1cccc(C)c1-n1c(C)cc(/C=N/NC(N)=S)c1C ?
hERG WT inh: 1; TRPV1 ag: -3; AT treatment: 9%; S-ASM inh: -4%; Integrin act MD: -9%; GALK inhibitor: 2%; FBPA coupling cs: -4; MBNL1 CUG block: -8%; MLL CXXC-DNA inh: -10%; KCNH2 3.1 block: -10

What do the screens show for `CCCCNC(=O)c1ccc(N2CCC3(CC2)OCCO3)c([N+](=O)[O-])c1`?
hERG WT inh: 0; TRPV1 ag: 22; S-ASM inh: -1%; Integrin act MD: -12%; GALK inhibitor: 0%; FBPA coupling cs: -1; MBNL1 CUG block: inconclusive; MLL CXXC-DNA inh: 3%; KCNH2 3.1 block: 24

How did CC1C(c2ccccc2)=NNc2nc3c(c(=O)n(C)c(=O)n3C)n21 (configuration not stated) do in these assays?
hERG WT inh: -7; TRPV1 ag: 1; AT treatment: 8%; S-ASM inh: 69%[activator]; Integrin act MD: 8%; GALK inhibitor: -2%; FBPA coupling cs: 2; MBNL1 CUG block: 1%; MLL CXXC-DNA inh: -9%; KCNH2 3.1 block: 12

How did CCOC(=O)CSc1nc(C)[nH]c1[N+](=O)[O-] do in these assays?
hERG WT inh: 6; TRPV1 ag: 0; AT treatment: 5%; S-ASM inh: -5%; Integrin act MD: 11%; GALK inhibitor: 7%; FBPA coupling cs: 0; MBNL1 CUG block: inconclusive; MLL CXXC-DNA inh: -17%; KCNH2 3.1 block: -21

How did Cc1ccc(/C(N)=N/OC(=O)CN(C)S(=O)(=O)c2ccc(C)cc2)cc1 do in these assays?
hERG WT inh: -4; TRPV1 ag: 5; AT treatment: -2%; S-ASM inh: -3%; Integrin act MD: -6%; GALK inhibitor: -6%; MBNL1 CUG block: -9%; MLL CXXC-DNA inh: 1%; KCNH2 3.1 block: -8
